Compound activity (PubChem)
Peg3 imprint – genomic imprint erasure induction. mouse ES Peg3-LacZ reporter, beta-gal luminescence, 40 h. Potency, µM (top dose mostly 60.7 µM), for the others: at the top dose activity change, positive = activation, hits mostly activators. actives 0.02% (n = 110,000);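 also: 0% = negative control wells on the plate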
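Gelatin-coated wells received 300 freshly trypsinized female ES cells with a Peg3LacZ-Neo reporter on the maternal allele, then incubated 40 hours at 37C. BetaGlo was added for 5 minutes at room temperature before a single luminescence read.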
p53ts 32C kill – cytotoxicity in p53ts cells at permissive temperature | actives 0.93% (n = 130,000) | AID 924 | Potency, µM (doses to about 46.1 µM), without a hit: at the highest dose activity change, negative = cytotoxicity, most hits filed as cytotoxic | H1299-p53A138V at 32C, ATP luminescence viability, 24 h;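 also: 0% = DMSO and -100% = full killing by reference compound; nearly all actives have a fitted effect of over 55% in size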
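H1299-p53 A138V cells (temperature-sensitive p53) exposed 24 h to up to 46 uM compound at 32C, where p53 is wild-type in conformation. Viability read as ATP luminescence and normalised to DMSO and 100 uM tamoxifen. AC50 fitted with the Hill equation.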
p53ts 39C tox – cytotoxicity in p53ts cells at nonpermissive temperature | actives 1.5% (n = 130,000) | Potency, µM (titrated, usually from 46.1 µM), without a hit: at the highest dose activity change, negative = cell killing, most hits filed as cytotoxic | H1299-p53A138V viability at 39C, ATP luminescence, 24 h; also: nearly all actives have a fitted effect of over 55% in size
IkB sig inh – inhibitors of IkB signaling in ABC-DLBCL cells; ABC-DLBCL IkBa-CBG/CBR dual luciferase ratio, 4 h; response scale: scaled: untreated 0%, proteasome inhibitor 100%; Potency, µM (titrated, usually from 57.1 µM), for the others: top-dose IkBa stabilization activation; actives 0.04% (n = 110,000); active = well fitted curve in the direction sought with a large enough effect in the signal ratio, not every such curve was filed as active; inconclusive = small, poorly fitted or top-dose-only effect, or a change in a side signal; the % refers to the signal ratio;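 also: the direction sought is a rising ratio; 0% = basal untreated cells and 100% = reference inhibitor full response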
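Luminescence ratio of IκBα-fused green versus native red beetle luciferase in OCI-Ly3 cells, 4 h post-doxycycline with compound; red signal alone, scaled from basal (0%) to zero light (-100%), flagged nonspecific or cytotoxic effects.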
* = called active by the depositor; ? = inconclusive; / = not tested or not shown; & = joins results of further samples; [ ] = another dose, or the depositor's remark. Unless noted, calls follow the shape of the dose curve; as a rule, active = well fitted curve in the direction sought with a large enough effect; inconclusive = small, poorly fitted or top-dose-only effect, or another doubt; inactive = no such curve, though single readings can be large; an effect the other way counts as inactive or inconclusive. Unless noted, % is scaled to controls: 0 for no effect and ±100 for the full control effect; potency is read from the fitted curve at half-maximal effect.

SMILES	Peg3 imprint	p53ts 32C kill	p53ts 39C tox	IkB sig inh
Cc1nc2nc(C)c(CCC(=O)N3CCC4(CC3)OCCO4)c(C)n2n1	-7%	1%	-5%	-0.4%
Cc1cccn2c(=O)c3cc(C(=O)N4CCC5(CC4)OCCO5)n(C)c3nc12	-13%	-11%	-12%	0.5%
Cc1ccccc1CN1C(=O)C(C)N=C(c2ccccc2)c2ccccc21 (stereo not drawn)	-15%[10.9 µM]	20%	5%	?
CN(Cc1ccccc1)Cc1ccccc1OC(=O)N(C)C	-15%	4%	4%	1.5%
Cc1[nH]c2ccccc2c1C1=CCNCC1	-21%	6%	12%	-2.6%
CC(=O)c1c(C)n(CC2CCCO2)c2ccc(O)cc12 (stereo not drawn)	-14%	6%	13%	4.2%
Cc1ccc(S(=O)(=O)NCC2CCC(C(=O)N3CCC4(CC3)OCCO4)CC2)cc1 (stereo not drawn)	3%	1%	4%	0.7%
Cc1ccc(-n2c(/C=C/c3cc(Br)cs3)nc3ccccc3c2=O)cc1	-14%[10.9 µM]	12%	-26%	45%
Cc1noc(C)c1C(=O)N1CCC2(CC1)OCCO2	26%	2%	4%	0.1%
Cc1[nH]c2ccccc2c1/C=N/O	-5%	-6%	7%	-0.2%
C=Cn1ccnc1P(=S)(c1nccn1C=C)C1CCCCC1	-8%	3%	-7%	1.0%
Cc1ccc(OCC(=O)N2CCN(C)CC2)c(Br)c1	-19%	6%	3%	-4.0%
CC1=C(O)C(=O)[C@H]2O[C@@H]2C1=O	-28%	16µM*	?	?
ClP(Cl)(Cl)(Cl)Cl	4%	4%[1.84 µM]	4%	-0.9%
CN1C(=O)N(C)C(=O)C2(Cc3cc(N)ccc3N3CCN(c4ccccc4F)CC32)C1=O (stereo not drawn)	-8%	-2%	11%	0.4%
c1ccc(CN2CCCC3(CCNCC3)C2)cc1	/	-14%	-10%	3.1%[11.4 µM]
OCC(Br)CBr (stereo not drawn)	2%	5%[1.84 µM]	8%	-1.7%
O=C(O)C(Cl)(Cl)Cl	3%&12%	?	1%&0%	-0.4%&2.7%
N[C@@H](Cn1ccc(=O)n(Cc2ccc(C(=O)O)cc2)c1=O)C(=O)O	2%	-2%	-14%	0.1%
C=CCOCC1CO1 (stereo not drawn)	-6%	0%[1.84 µM]	3%	-0.8%
O=C1NC(=O)N(c2cccc(Cl)c2)C(=O)/C1=C\c1ccc(Sc2nc3ccccc3[nH]2)o1	/	-18%	0%	/
Cc1ccccc1NC1=NCCCS1	-12%	-3%	-10%	0.5%
O=C1Nc2cc(Cl)c(Cl)cc2N2CCNC[C@H]12	-7%	-3%	-28%	?
O=C(O)CN1CCN(CC(=O)O)CC(=O)[O][Hg][O]C(=O)C1	-69%[inhibitor][10.9 µM]	-26%[9.22 µM]	-26%[9.22 µM]	4µM*
c1cncc(C2=NCCC2)c1	-4%[16.8 µM]	2%[20.6 µM]	7%[20.6 µM]	-2.0%[25.6 µM]
COc1ccc(NC(=O)c2ccco2)cc1NC(=O)COc1cc(C)cc(C)c1	-12%[10.9 µM]	?	?	1.4%
COc1ccccc1CC1/C(=N/O)C2CCN1CC2 (stereo not drawn)	-16%	14%	12%	1.1%
CN(C(=O)Cc1ccc(Cl)c(Cl)c1)[C@H](CN1CCCC1)c1cccc(N=C=S)c1	-30%	32µM*	32µM*	?
Cc1ccc2nc3c(cc2c1)CC1(C(=O)N(C)C(=O)N(C)C1=O)C1CCCCN31 (stereo not drawn)	-21%	?	?	-1.5%
COC(=O)C1C2c3ccccc3OC1(C)N=c1s/c(=C/c3cnn(C)c3)c(=O)n12 (stereo not drawn)	-11%	3%	-10%	-0.2%
C[C@H]1CC[C@@H]2[C@@H](C)C(=O)O[C@H]3O[C@@]4(C)CC[C@H]1[C@@]32OO4	-6%[16.8 µM]	2%[20.6 µM]	-3%[20.6 µM]	1.3%[25.6 µM]
CCCCCCCC(=O)Cl	5%	-4%[1.84 µM]	10%	-0.4%
CCN(CC)CCCN=Cc1c(O)n(Cc2ccc(F)cc2)c(=O)[nH]c1=O	-37%[inhibitor]	-19%	-14%	-5.5%
CN(C)CC1CSCCC1(O)c1ccccc1 (stereo not drawn)	/	-2%	21%	/
COc1ccc(N=C2SCCCN2C)cc1	/	-11%	0%	/
Cc1ccc(-c2nn3c(=O)cc(CN4CCN(C(=O)COc5ccc(C)c(C)c5)CC4)nc3s2)cc1	-14%[10.9 µM]	2%	1%	?
CSc1nnc(C2CCNCC2)n1C	5%	-3%	10%	0.2%
C[N+]1(C)CCN(c2ccccc2)CC1	-6%	12%	19%	1.0%
c1cc2c(cc1CCNC1CCCCCC1)OCO2	/	-4%	11%	/
CC1(C)CC(=O)C(C2(O)C(=O)NC(=O)NC2=O)=C(O)C1	0%	3%	-4%	1.8%

Given as a markdown table: entries from further up.
| Compound | Peg3 imprint | p53ts 32C kill | p53ts 39C tox | IkB sig inh |
| --- | --- | --- | --- | --- |
| Cc1[nH]c2ccccc2c1C1=CCNCC1 | -21% | 6% | 12% | -2.6% |
| CC(=O)c1c(C)n(CC2CCCO2)c2ccc(O)cc12 (stereo not drawn) | -14% | 6% | 13% | 4.2% |
| Cc1ccc(S(=O)(=O)NCC2CCC(C(=O)N3CCC4(CC3)OCCO4)CC2)cc1 (stereo not drawn) | 3% | 1% | 4% | 0.7% |

(more compounds)
SMILES	Peg3 imprint	p53ts 32C kill	p53ts 39C tox	IkB sig inh
CN1C(=O)N(C)C(=O)C2(Cc3c(nc4ccccn4c3=O)N3CCc4ccccc4C32)C1=O (stereo not drawn)	1%	1%	12%	1.4%
N#Cc1ccc(CN2CCCC3(CCN(C(=O)Oc4ccccc4)CC3)C2)cc1	/	-3%	-9%	7.2%[11.4 µM]
C=CCc1cc(OC)c2c(c1)OCO2	2%	-4%[1.84 µM]	0%	-2.3%
CCCCn1c(O)c(C(CC)=Nc2cccc(C(=O)O)c2)c(=O)[nH]c1=O	7%	5%	8%	-2.0%
CC(=O)NCCc1c[nH]c2ccccc12	-4%&-6%	-17%	-15%	2.2%&-0.3%
CN(C)C(=O)Oc1ccc(OC(=O)c2ccccc2)cc1	20%	-6%	6%	7.9%
Cn1c(O)c(/C=C/C=Nc2ccccc2)c(=O)n(C)c1=O	/	19%	11%	/
O=C(O)C(Cl)(Cl)Br	0%	5%[1.84 µM]	-1%	-0.4%
Cn1c(O)c(C=NC2C(=O)C3(C)CCC2C3(C)C)c(=O)n(C)c1=O (stereo not drawn)	-8%	-1%	7%	0.1%
Cc1ccccc1-n1c(/C=C/c2c(C)[nH]c3ccccc23)nc2ccccc2c1=O	-22%[10.9 µM]	-8%	1%	?
C=CCN1CC[C@@]23CCCC[C@@H]2[C@@H]1Cc1ccc(O)cc13	/	3%	-10%	3.5%
CCCCOC(=O)C1=C(N)OC2=C(C(=O)CC(C)(C)C2)[C@]12C(=O)N(C)c1ccccc12	-6%	-1%	4%	-1.6%
CC1=NN(c2ccccc2)C(=O)[C@@H]1N=Nc1ccc([As](=O)(O)O)c(O)c1	-9%[10.9 µM]	8%[9.22 µM]	4%[9.22 µM]	-2.9%[11.4 µM]
Cc1cc(SCc2sc(-c3ccc(C(F)(F)F)c(F)c3)nc2C)ccc1OCC(=O)O	-9%	-12%	-15%	/
N#CC(C#N)=Cc1cc(O)c(O)c(O)c1	-9%	?	?	1.6%
COc1cccc(Oc2c(C)oc3cc(OC(=O)N(C)C)ccc3c2=O)c1	-21%	8%	8%	-1.3%
Cc1ccc(NC(=O)CN2C(=O)CN=C(c3ccccc3)c3ccccc32)c(C)c1	19%[10.9 µM]	-8%	16%	-0.3%
BrCC(Br)(Br)Br	12%	8%[1.84 µM]	-1%	?
CCOC(=O)c1ccc(N2C(=O)c3[nH]nc(-c4ccccc4)c3C2c2ccc(C(C)C)cc2)cc1 (stereo not drawn)	8%[10.9 µM]	19%	?	-1.7%
CN(C)c1ccc(N=Cc2c(O)n(CCC3=CCCCC3)c(=O)[nH]c2=O)cc1	-5%	2%	4%	-0.1%
Cc1ccc(CN2C(=O)c3ccccc3Sc3ccc(C(=O)N4CCC5(CC4)OCCO5)cc32)cc1	-13%[10.9 µM]	-18%	?	?
O=C(Nc1ccc2c(c1)OCO2)c1cccn(Cc2ccccc2)c1=O	-3%[10.9 µM]	1%	-16%	?
O=C1C=C2C=C[C@@H]3C[C@@]2(O1)[C@H]1CCCCN31	-30%&-30%	5%	27%	/
Cc1cc(C)cc(OP(=O)(Oc2cc(C)cc(C)c2)Oc2cc(C)cc(C)c2)c1	-4%	-15%[1.84 µM]	-7%	-1.8%
O=C(O)c1ccc2[nH]cc(CCCCN3CC=C(c4ccccc4)CC3)c2c1	-12%	1%	14%	/
c1ccc(CN2CC[C@@]3(CCCNC3)C2)cc1	/	-12%	-3%	2.0%[11.4 µM]
CCn1nc(-c2ccccc2)nc2c(=O)n(C)c(=O)nc1-2	-98%[inhibitor]	0.63µM*	4µM*	?
CC(Oc1ccc(-c2ccccc2)cc1)C(=O)O (stereo not drawn)	-66%[inhibitor]	-3%	-8%	-0.3%
C=CCn1c(O)c(C(C)=Nc2ccc(N(C)C)cc2)c(=O)[nH]c1=O	9%	0%	0%	-0.2%
Cc1ccc(Cl)cc1NC(=O)Cn1c(=O)oc2cc(S(=O)(=O)N3CCCCCC3)ccc21	-15%[10.9 µM]	-29%	?	-1.7%
CCCOc1ccc2[nH]cc(C3=CCNCC3)c2n1	-20%	-4%	-9%	0.8%
c1ccc(CCN2CCOCC2)nc1	-2%[10.9 µM]	-2%[9.22 µM]	1%[9.22 µM]	1.1%[11.4 µM]
NCC(=O)c1ccccc1	4%	-3%	7%	/
Cc1ccc2c(c1)CNc1ccccc1O2	/	13%	-8%	-4.3%
CCOS(C)(=O)=O	-4%	-2%[1.84 µM]	-2%	1.2%
O=[N+]([O-])c1ccc(Cl)cc1	-3%	-20%[1.84 µM]	-2%	-0.9%
O=c1[nH]c(=O)n(-c2ccc(F)cc2)c(O)c1C=Nc1ccccc1N1CCCC1	-5%	7%	14%	0.8%
CSC1=NP(=S)(SC)N(C)c2nc3n(c21)CCC3 (stereo not drawn)	-7%	10%	11%	-1.0%
C[C@@]12CCC3C(CC[C@@H]4CC(O)CC[C@@]34C)C1CCC2O (stereo partly drawn)	-5%	-11%	8%	/
CC1(C)C(=O)[C@@H]2OC2[C@@]2(C)C1CC(O)[C@]1(C)C2CC[C@@]2(C)C(c3ccoc3)OC(=O)C3OC312 (stereo partly drawn)	-11%	9%	6%	/

Part of the list above in order of molar mass, high to low:
SMILES	Peg3 imprint	p53ts 32C kill	p53ts 39C tox	IkB sig inh
Cc1ccccc1-n1c(/C=C/c2c(C)[nH]c3ccccc23)nc2ccccc2c1=O	-22%[10.9 µM]	-8%	1%	?
COc1ccccc1CC1/C(=N/O)C2CCN1CC2 (stereo not drawn)	-16%	14%	12%	1.1%
Cc1ccccc1NC1=NCCCS1	-12%	-3%	-10%	0.5%

Additional results:
SMILES	Peg3 imprint	p53ts 32C kill	p53ts 39C tox	IkB sig inh
Ic1ccccc1CN[C@@H]1C2CCN(CC2)[C@H]1C(c1ccccc1)c1ccccc1	/	?	20µM*	-14%
CN(C)C1C(=O)C(C(N)=O)=C(O)[C@@]2(O)C(=O)C3=C(O)c4c(O)ccc(Cl)c4[C@](C)(O)C3CC12 (stereo partly drawn)	-26%	6%	-8%	/
CC1=C2C3OC(=O)C(C)C3CC[C@@]2(C)C=CC1=O (stereo partly drawn)	10%	2%	7%	/
Cc1cc(N2C(=O)C3CCCN3C2c2ccccc2)no1 (stereo not drawn)	15%	-6%	1%	2.8%
CCc1cccc(NC(=O)CN2C(=O)CN=C(c3ccccc3F)c3cc(Cl)ccc32)c1	-13%[10.9 µM]	18%	-15%	-3.2%
O=C1C(Cl)=C(Cl)C(=O)C(Cl)=C1Cl	-50%&-27%[inhibitor]	5µM*	?	?

Limited to p53ts 32C kill and p53ts 39C tox (four entries from above):
| molecule | p53ts 32C kill | p53ts 39C tox |
| --- | --- | --- |
| CC1=C2C3OC(=O)C(C)C3CC[C@@]2(C)C=CC1=O (stereo partly drawn) | 2% | 7% |
| Cc1cc(N2C(=O)C3CCCN3C2c2ccccc2)no1 (stereo not drawn) | -6% | 1% |
| CCc1cccc(NC(=O)CN2C(=O)CN=C(c3ccccc3F)c3cc(Cl)ccc32)c1 | 18% | -15% |
| O=C1C(Cl)=C(Cl)C(=O)C(Cl)=C1Cl | 5µM* | ? |

This is a subset; count on the stated rates, not on these rows.
